# Screens as filed in PubChem.
# GLD-1 RNA inh: GLD-1-TGE RNA interaction inhibition (C. elegans); Q17339; purified GLD-1 + fluorescein TGE RNA, fluorescence polarization; inhibition, % at 5.96 µM; 320,000 tested, 0.44% active; AID 2280;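 active = percent inhibition above a per-plate cutoff, the plate mean of test compounds plus 3 SD, cut at about 30% in these data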;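 also: 0% = DMSO wells with GLD-1 and probe and 100% = wells lacking GLD-1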
# Target sequence (Q17339 whole entry, looked up): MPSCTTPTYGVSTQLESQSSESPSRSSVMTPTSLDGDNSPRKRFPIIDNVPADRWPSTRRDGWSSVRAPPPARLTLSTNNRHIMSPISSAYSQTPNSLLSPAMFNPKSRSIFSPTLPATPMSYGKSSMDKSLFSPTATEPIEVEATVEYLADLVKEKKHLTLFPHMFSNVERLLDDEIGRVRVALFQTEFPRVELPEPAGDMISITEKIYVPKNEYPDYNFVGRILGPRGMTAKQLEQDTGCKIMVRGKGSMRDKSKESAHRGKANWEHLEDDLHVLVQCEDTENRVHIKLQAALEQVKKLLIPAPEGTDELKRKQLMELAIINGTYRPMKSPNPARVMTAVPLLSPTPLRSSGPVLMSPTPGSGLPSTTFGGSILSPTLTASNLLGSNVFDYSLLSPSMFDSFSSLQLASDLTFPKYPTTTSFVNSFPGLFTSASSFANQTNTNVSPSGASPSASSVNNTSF
# TPT1 inh: C. albicans TPT1 enzyme inhibition. recombinant caTPT1, FP RNA substrate dephosphorylation. inhibition, % at 5 µM. 300,000 tested, 0.81% active. AID 1962;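 active = inhibition above the mean of all tested compounds plus 3 SD, set per screening campaign, cut at about 24% in these data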;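 also: plate controls were DMSO alone for no effect and ferristatin control at 100 nM for full effect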
# MCL1 BIM primary: disrupts human MCL1 binding to BIM-BH3 peptide | 320,000 tested, 0.68% active | AID 2057 | Q07820 | GST-MCL1 / FITC-Bim-BH3 fluorescence polarization | inhibition, % at 10.9 µM;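 active = inhibition above the mean inhibition of all tested compounds plus 3 SD, set per campaign, cut at about 40% in these data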;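 also: 0% = DMSO wells and 100% = unlabeled Bim-BH3 peptide control; higher means more loss of mP so more displacement of Bim peptide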
# Bcl-xL primary: Bcl-xL (human) inhibition; Q07817; AID 2129; 320,000 tested, 0.7% active; GST-Bcl-xL / FITC-Bim BH3 peptide fluorescence polarization; inhibition, % at 10.9 µM;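 active = inhibition above the mean of all tested compounds plus 3 SD, cutoff set per campaign, cut at about 30% in these data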;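 also: 0% = DMSO wells and 100% = unlabeled Bim-BH3 peptide competitor; inhibitors lower millipolarization by displacing the labeled peptide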
# GSTO1 inh: counter-screen for RBBP9 inhibitors: inhibitors of human GSTO1 | P78417 | recombinant GSTO1, activity-based probe fluorescence polarization | inhibition, % at 5.96 µM | AID 1974 | 300,000 tested, 1.1% active;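 active = inhibition above the campaign mean inhibition plus 3 SD, cut at about 35% in these data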;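 also: 0% = GSTO1-1 with DMSO and 100% = wells lacking GSTO1-1 enzyme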
# Target sequence (P78417 whole entry, looked up): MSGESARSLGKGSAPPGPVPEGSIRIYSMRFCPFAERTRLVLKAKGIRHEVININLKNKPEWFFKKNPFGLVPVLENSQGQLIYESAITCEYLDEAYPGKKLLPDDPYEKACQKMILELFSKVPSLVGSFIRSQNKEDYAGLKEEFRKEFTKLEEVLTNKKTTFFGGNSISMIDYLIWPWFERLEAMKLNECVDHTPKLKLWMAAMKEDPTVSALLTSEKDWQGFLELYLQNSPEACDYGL
# PME-1 primary: PME-1 (human) inhibition | Q9Y570 | recombinant PME-1, FP-Rh probe fluorescence polarization | inhibition, % at 5.9 µM | 320,000 tested, 0.53% active | AID 2130;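 active = inhibition above the campaign mean of all compounds plus 3 SD, cut at about 26% in these data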;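 also: competitive labeling of PME-1 active site by serine hydrolase directed probe; 0% = PME-1 with DMSO and 100% = wells lacking PME-1 enzyme; inhibitors block probe labeling so polarization falls and inhibition rises; many of its hits are not listed in these tables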
# Target sequence (Q9Y570 whole entry, looked up): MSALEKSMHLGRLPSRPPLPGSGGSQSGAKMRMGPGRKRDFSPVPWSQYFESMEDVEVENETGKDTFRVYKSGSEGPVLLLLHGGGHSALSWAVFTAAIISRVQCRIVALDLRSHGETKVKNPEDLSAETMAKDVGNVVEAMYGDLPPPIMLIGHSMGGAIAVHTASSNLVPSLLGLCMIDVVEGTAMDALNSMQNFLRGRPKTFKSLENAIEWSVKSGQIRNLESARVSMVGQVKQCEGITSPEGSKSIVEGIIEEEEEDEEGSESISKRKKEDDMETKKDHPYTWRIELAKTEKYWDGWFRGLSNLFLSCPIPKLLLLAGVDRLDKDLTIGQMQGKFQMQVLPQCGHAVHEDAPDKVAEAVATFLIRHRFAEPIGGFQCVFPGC
# PAD4 inh: inhibitors of human PAD4; Q9UM07; recombinant PAD4, RCA probe fluorescence polarization; inhibition, % at 6.36 µM; 330,000 tested, 0.41% active;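 active = percent inhibition above a cutoff equal to the mean of all tested compounds plus 3 SD, cut at about 15% in these data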;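 also: 0% = PAD4 with RCA probe and DMSO and 100% = probe without PAD4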
# MEX-5 binding: C. elegans MEX-5 TCR-2 RNA binding activity. Q9XUB2. MEX-5/FITC-TCR2 RNA binding, fluorescence polarization; active compounds read low. activity score (negative = inhibition of binding), % at 10 µM. 300,000 tested, 0.38% active. AID 1832;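 active = inhibition past about -25% in most replicates, and total fluorescence under double the plate's negative control median, limit read from the data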;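 also: 0% = DMSO and -100% = 5 µM competing unlabeled TCR2 RNA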
# Fam108B counter: counter-screen for RBBP9 inhibitors: inhibitors of mouse Fam108B; recombinant Fam108B, FP-Rh probe fluorescence polarization; inhibition, % at 9.51 µM; 300,000 tested, 0.33% active;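 active = inhibition above the screen mean inhibition plus 3 SD, computed separately per campaign, cut at about 18% in these data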;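 also: inhibitors lower polarization as less probe binds the enzyme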
# * marks the source's active call; other numbers are inactive results; x = no result given; & = joins results of further samples.
item | SMILES | GLD-1 RNA inh | TPT1 inh | MCL1 BIM primary | Bcl-xL primary | GSTO1 inh
1 | CC(C)Nc1nnc(Sc2ccc(Cl)cc2[N+](=O)[O-])s1 | 5 | 0 | 2 | 5 | 0
2 | COc1ccc2cc(C(=O)C3CCCN(C(=O)CCc4ccccn4)C3)ccc2c1 (stereo not drawn) | -3 | -4 | 2 | 6 | 1
3 | Cc1ccc(-n2c(O)c(/C=N/n3cnnc3)c3ccccc3c2=O)cc1 | -5&-6 | 11&-1 | -20&-4 | -1&-1 | 7&5
4 | COc1ccc2c(c1)c(CC(=O)Nc1ccccc1OC)c(C)n2C(=O)c1ccc(Cl)cc1 | 1 | 0 | -4 | 1 | 1
5 | CCC1C(=O)N=C(SCC(=O)Nc2cccc3ccccc23)NC1=O (stereo not drawn) | -5 | -1 | 12 | 7 | 5
6 | Cc1c(C#N)c(N)nc2c3c(sc12)NC(=O)CC3c1ccc(F)cc1 (stereo not drawn) | -8 | 0 | 4 | 2 | -3
7 | O=[N+]([O-])c1ccc(N2CCN(C(=S)Nc3ccccc3)CC2)cc1 | -1 | 2 | 3 | 7 | 3
8 | CCOC(=O)Cn1c(-c2ccccc2)nc2ccccc2c1=O | 2 | -3 | -3 | -3 | 11
9 | CC(=O)c1ccc(NC(=O)Cn2nc(C)cc2C)cc1 | 6 | -4 | 5 | 0 | 3
10 | Cc1[nH]c2ccccc2c1-c1nc2ccccc2[nH]1 | 25 | 1 | 5 | 6 | 4
11 | CCCCC(c1nnnn1CCOC)N1CCN(C)CC1 (stereo not drawn) | -8 | -2 | -1 | 3 | 0
12 | C=CCn1cnc2sc(C(=O)Nc3ccccc3OC)c(C)c2c1=O | 4 | 1 | 6 | 1 | -4

item | PME-1 primary | PAD4 inh | MEX-5 binding | Fam108B counter
1 | 1 | 0 | -2.1 | 0
2 | 0 | -1 | -3.9 | -3
3 | 9&1 | -2&-9 | -0.9&-7.3 | 4&0
4 | -5 | -2 | -1.6 | -5
5 | 1 | 11 | 3.5 | 3
6 | 0 | 1 | -0.8 | 3
7 | 2 | -6 | -1.3 | -6
8 | -7 | -6 | 0.8 | -5
9 | 2 | -2 | 4.5 | 1
10 | 10 | 2 | -0.7 | 2
11 | -4 | -2 | 0.1 | -3
12 | -7 | -1 | 2.4 | 1

# Next part:
item | SMILES | GLD-1 RNA inh | TPT1 inh | MCL1 BIM primary | Bcl-xL primary | GSTO1 inh
13 | C/C(=N/Nc1ncc(Br)cn1)c1ccc(Br)cc1 | -6 | 1 | 5 | 3 | 3
14 | O=C(NC1CC1)c1ccc(N2CCCCC2)c([N+](=O)[O-])c1 | 7 | 0 | 6 | 4 | -4
15 | Cc1ccc(F)cc1NC(=O)CSCc1c(C)noc1C | 5 | x | -2 | -3 | x
16 | COc1ccc(CNC(=O)C(C)NCc2ccccc2Cl)cc1 (stereo not drawn) | -6 | 3 | -6 | 2 | -5
17 | O=C(NCc1ccccn1)C1CCCN(S(=O)(=O)c2ccccc2)C1 (stereo not drawn) | 1 | -2 | 2 | -4 | 2
18 | CCOC(=O)CCCNC(=O)CN1C(=O)NC2(CCCCCC2)C1=O | 2 | -1 | 3 | 3 | 1
19 | C[C@H](NC(=O)c1ccc2c(c1)OCO2)c1nnc2ccccn12 | 2 | -3 | 3 | 6 | 1
20 | CS(=O)(=O)Nc1ccc(C(=O)Nc2ccccc2C(=O)NCc2ccco2)cc1 | -3 | -4 | -1 | 3 | 7
21 | CC1(C)CC(=O)C(C2=NC3(CCCCCC3)Cc3ccccc32)=C(O)C1 | -7 | 28* | -18 | -12 | -14
22 | Cc1ccccc1C(=O)Nc1nnc(SCC(=O)NC2CC2)s1 | 3 | -3 | 2 | 0 | -5
23 | COC(=O)c1ccccc1C(=O)N1CCOCCOCCOCC1 | 5 | 1 | 5 | 4 | 3
24 | Cc1ccc(Sc2ncccc2C(=O)NCC(c2ccc(F)cc2)N2CCOCC2)cc1C (stereo not drawn) | 5 | -3 | -1 | 4 | -1

item | PME-1 primary | PAD4 inh | MEX-5 binding | Fam108B counter
13 | -1 | -3 | -0.3 | 0
14 | 6 | 0 | 0.7 | 2
15 | 1 | -5 | x | x
16 | 0 | -2 | 0.1 | -3
17 | -1 | -4 | -7.8 | -2
18 | 2 | -1 | 0.2 | -2
19 | -3 | 11 | -1.1 | -3
20 | -5 | -1 | -3.0 | 0
21 | -3 | -2 | 0.5 | 2
22 | 4 | -3 | -1.7 | -1
23 | 1 | 2 | -2.9 | 0
24 | 2 | 1 | 2.5 | 2

# Another view of part of the listing above.
no.	SMILES	GLD-1 RNA inh	TPT1 inh	MCL1 BIM primary	Bcl-xL primary	GSTO1 inh	PME-1 primary	PAD4 inh	MEX-5 binding	Fam108B counter
10	Cc1[nH]c2ccccc2c1-c1nc2ccccc2[nH]1	25	1	5	6	4	10	2	-0.7	2
11	CCCCC(c1nnnn1CCOC)N1CCN(C)CC1 (stereo not drawn)	-8	-2	-1	3	0	-4	-2	0.1	-3
12	C=CCn1cnc2sc(C(=O)Nc3ccccc3OC)c(C)c2c1=O	4	1	6	1	-4	-7	-1	2.4	1
13	C/C(=N/Nc1ncc(Br)cn1)c1ccc(Br)cc1	-6	1	5	3	3	-1	-3	-0.3	0
14	O=C(NC1CC1)c1ccc(N2CCCCC2)c([N+](=O)[O-])c1	7	0	6	4	-4	6	0	0.7	2
15	Cc1ccc(F)cc1NC(=O)CSCc1c(C)noc1C	5	x	-2	-3	x	1	-5	x	x
16	COc1ccc(CNC(=O)C(C)NCc2ccccc2Cl)cc1 (stereo not drawn)	-6	3	-6	2	-5	0	-2	0.1	-3
17	O=C(NCc1ccccn1)C1CCCN(S(=O)(=O)c2ccccc2)C1 (stereo not drawn)	1	-2	2	-4	2	-1	-4	-7.8	-2
18	CCOC(=O)CCCNC(=O)CN1C(=O)NC2(CCCCCC2)C1=O	2	-1	3	3	1	2	-1	0.2	-2
19	C[C@H](NC(=O)c1ccc2c(c1)OCO2)c1nnc2ccccn12	2	-3	3	6	1	-3	11	-1.1	-3
20	CS(=O)(=O)Nc1ccc(C(=O)Nc2ccccc2C(=O)NCc2ccco2)cc1	-3	-4	-1	3	7	-5	-1	-3.0	0
21	CC1(C)CC(=O)C(C2=NC3(CCCCCC3)Cc3ccccc32)=C(O)C1	-7	28*	-18	-12	-14	-3	-2	0.5	2
22	Cc1ccccc1C(=O)Nc1nnc(SCC(=O)NC2CC2)s1	3	-3	2	0	-5	4	-3	-1.7	-1
23	COC(=O)c1ccccc1C(=O)N1CCOCCOCCOCC1	5	1	5	4	3	1	2	-2.9	0
24	Cc1ccc(Sc2ncccc2C(=O)NCC(c2ccc(F)cc2)N2CCOCC2)cc1C (stereo not drawn)	5	-3	-1	4	-1	2	1	2.5	2

# (next part)
item | SMILES | GLD-1 RNA inh | TPT1 inh | MCL1 BIM primary | Bcl-xL primary | GSTO1 inh
25 | C=CCn1c(SCC(=O)Nc2ccccc2F)nc2ccccc2c1=O | 2 | -2 | 5 | 3 | 4
26 | CC(=O)c1cccc(NC(=O)N2C3CCC2CC(NC(=O)C2CC2)C3)c1 (stereo not drawn) | 4 | -2 | -1 | 2 | 0
27 | NC(=O)Nc1ccc(C(=O)OCC(=O)N(Cc2ccccc2)C2CCS(=O)(=O)C2)cc1 (stereo not drawn) | 3 | -2 | -5 | -9 | 1
28 | O=C(CSc1n[nH]c(=O)[nH]c1=O)Nc1ccccc1C(=O)c1ccccc1 | -3 | 0 | 3 | 1 | 8
29 | CC1=C(C#N)C(c2ccc3ncccc3c2)C(C#N)=C(C)N1 | 5 | 3 | 14 | 5 | 6
30 | Cc1cc(C)c(NC(=O)CSc2nc3ncc(Cl)cc3[nH]2)c(C)c1 | 7 | -1 | -1 | 6 | -6
31 | C/C(=N/N1CCN(c2ccccc2)CC1)c1cccc([N+](=O)[O-])c1 | -3 | -2 | -7 | 1 | 0
32 | COc1ccc(C)cc1NC(=O)NCCC1=CCCCC1 | 5 | 2 | -5 | -2 | -10
33 | COc1cc(C2C3CN(C)CC=C3C(C#N)=C(N)C2(C#N)C#N)ccc1OC(C)C (stereo not drawn) | 12 | 4 | 66* | 60* | 6
34 | CCCCN(CCCC)CCNC(=O)CNC(=O)c1cccs1 | 0 | -3 | -6 | -1 | -2
35 | O=C(O)C(C(=O)O)=C1C2CC3CC(C2)CC1C3 | 7 | 1 | -5 | -5 | -5
36 | Cc1cc(C)nc(/N=C2\NC(=O)CC3C(=O)NCCN23)n1 (stereo not drawn) | -4 | -5 | -3 | -2 | -2

item | PME-1 primary | PAD4 inh | MEX-5 binding | Fam108B counter
25 | 4 | -3 | -2.0 | 1
26 | -1 | -1 | 0.6 | 0
27 | -6 | -1 | -3.1 | 1
28 | 3 | 0 | 0.9 | -3
29 | 2 | 1 | -3.8 | 0
30 | -7 | -2 | -6.8 | -5
31 | 1 | -5 | 0.1 | 1
32 | 3 | 4 | 0.6 | 1
33 | 3 | -4 | -30* | -5
34 | -2 | 0 | -4.8 | 3
35 | -4 | 0 | 1.3 | -2
36 | 4 | -1 | 1.5 | -1

# (listing goes on)
item | SMILES | GLD-1 RNA inh | TPT1 inh | MCL1 BIM primary | Bcl-xL primary | GSTO1 inh
37 | Cc1ccc(C(=O)SC2=NCCS2)cc1 | 5 | 3 | -1 | -2 | 0
38 | COc1ccc(/C=C2\SC(=S)N(NC(=O)c3csc4c3CCCC4)C2=O)cc1 | -4 | -2 | -14 | -13 | 3
39 | S=c1[nH]nc(-c2cccs2)n1/N=C/c1cn(-c2ccccc2)nc1-c1ccccc1 | -1 | 1 | -16 | -17 | -23
40 | CCCOc1ccc(C(=O)N(Cc2cccs2)C2CCS(=O)(=O)C2)cc1 (stereo not drawn) | 3 | -1 | 5 | 4 | -1
41 | COc1ccc(-c2nc(C(=O)O)cs2)cc1OC | -2 | -3 | 9 | 2 | -3
42 | O=C(c1ccc(Cl)cc1)N1CCCCC(Cl)C1=O (stereo not drawn) | 0 | 2 | 0 | 4 | 1
43 | Cc1nn(S(=O)(=O)c2ccc(C(C)C)cc2)c(C)c1S(=O)(=O)N1CCOCC1 | -3 | 0 | 5 | 3 | 3
44 | Cc1ccc(N=Nc2c(O)n(CN3CCOCC3)c3ccccc23)cc1 | 89* | -12 | 78* | 96* | -6
45 | CN1CC2(Cc3c1ccc1ccccc31)C(=O)OC(C)(C)OC2=O | 7 | -5 | 17 | 25 | 12
46 | CCCN(CC(=O)Nc1ccccc1C)C(=O)c1ccc2ccccc2n1 | -1 | -2 | 4 | 3 | 10
47 | COC(=O)C(=Nc1ccccc1)/C(C(=O)C(=O)N(C)c1ccccc1)=C(\O)c1ccc(Cl)cc1 | -2 | 2 | -12 | -6 | 3
48 | COc1ccc(NC(=O)CSCC(=O)Nc2nnc(C3CC3)s2)cc1 | 5 | 1 | -7 | -8 | 2
49 | CCOC(=O)C1(CCOc2ccccc2)CCN(Cc2cc(OC)cc(OC)c2)CC1 | -4 | 2 | 12 | 1 | 6

item | PME-1 primary | PAD4 inh | MEX-5 binding | Fam108B counter
37 | 0 | 4 | 1.1 | -2
38 | -18 | -4 | 1.9 | -16
39 | 6 | -4 | 0.5 | -4
40 | -2 | 1 | 3.5 | -1
41 | -10 | 3 | 1.1 | -6
42 | -6 | -3 | 2.1 | -3
43 | -4 | 0 | 1.9 | -1
44 | -3 | -20 | -28* | -9
45 | 7 | -4 | x | 5
46 | -3 | 4 | 4.0 | 8
47 | -2 | -1 | 0.4 | 1
48 | -3 | -6 | -4.8 | 3
49 | 1 | -3 | 1.0 | -1

# These rows are one share of the data (hit frequency here may not be typical).
